Source: PubChem (Sanford-Burnham Center for Chemical Genomics)
IAP activation – activators of mouse IAP, confirmation, biochemical, luminescence, single concentration (AID 434970) | 11,000 tested, 2.9% active | purified mouse IAP, CDP-Star luminescence, 30 min; stronger effect = lower value | activity change, negative = activation, % at 10 µM; in the data active means activity change below about -85%;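 further: percent relative to enzyme plus DMSO wells and wells without enzyme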
IAP activation Fold change – further read-out of IAP activation, marked with its call; activation factor; measured here: IAP activation factor; stronger effect = higher value;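 fold luminescence change scaled to plate control wells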
An asterisk follows results filed as active. A portion of the library; rates above refer to the full screens.

The opening 5 entries, ahead of the listing:
SMILES	IAP activation	IAP activation Fold change
Nn1c(SCc2csc(-c3ccccc3)n2)nnc1-c1cccs1	-6	1.1
Cc1cc(C)n(C(=O)CCC(=O)NCc2ccccc2)n1	-13	1.1
COc1ccc(C2C(C(=O)Nc3cc(OC)c(OC)c(OC)c3)c3ccccc3C(=O)N2C)cc1 (stereo not given)	-54	1.5
Cc1ccc(N/C(N)=N/c2nc(C)cc(N3CCCCC3)n2)c(C)c1	-322*	4.2*
CSc1nc(Oc2ccc(=O)n(C)n2)nc(N(C)C)n1	-7	1.1

All compounds of this part, repeating the preview:
SMILES	IAP activation	IAP activation Fold change
Nn1c(SCc2csc(-c3ccccc3)n2)nnc1-c1cccs1	-6	1.1
Cc1cc(C)n(C(=O)CCC(=O)NCc2ccccc2)n1	-13	1.1
COc1ccc(C2C(C(=O)Nc3cc(OC)c(OC)c(OC)c3)c3ccccc3C(=O)N2C)cc1 (stereo not given)	-54	1.5
Cc1ccc(N/C(N)=N/c2nc(C)cc(N3CCCCC3)n2)c(C)c1	-322*	4.2*
CSc1nc(Oc2ccc(=O)n(C)n2)nc(N(C)C)n1	-7	1.1
CCCCn1nnnc1SCC(=O)NCc1ccccc1	-4	1
Cc1cccc(N(CC(O)CN(C)C)S(=O)(=O)c2ccccc2)c1 (stereo not given)	-11	1.1
O=C(CN1CCC(Cc2ccccc2)CC1)Nc1ccc2c(c1)OCCO2	-11	1.1
CC/C(=N\NC(=O)CSCc1ccccc1Br)c1ccc2c(c1)OCCO2	3	0.97
CCOC(=O)CN(C(=O)CSc1nnc2c(n1)[nH]c1ccc(F)cc12)c1ccccc1	9	0.91
COc1cc2nc(C)sc2cc1SC	-6	1.1
COc1ccc(-c2cccc(C(=O)Nc3ccc(C)cc3)c2)cc1	0	1
COc1ccc(/C=N/NC(=O)c2cccc([N+](=O)[O-])c2)cc1OS(=O)(=O)c1ccc(C)cc1	17	0.83
O=C(NCCCN1CCN(CCCNC(=O)c2ccc(F)cc2)CC1)c1ccc(F)cc1	6	0.94
COc1ccc(/C=C(/C(=O)c2ccc(Cl)cc2Cl)n2cncn2)cc1	5	0.95
CCOC(=O)CSc1nc2c(cnn2-c2ccc(C)cc2)c(=O)[nH]1	11	0.89
CCCn1c(=O)c2c(nc(Br)n2CCC)n(C)c1=O	-11	1.1
CC(NC(=O)CCSc1nc(-c2ccco2)cc(C(F)(F)F)n1)c1ccccc1 (stereo not given)	6	0.94
COc1ccc(C2/C(=C(\O)c3ccc(OC)c(Cl)c3)C(=O)C(=O)N2CCN(C)C)cc1 (stereo not given)	11	0.89
COc1ccc(/C=C2\CCc3ccccc3C2=O)cc1Cn1nc(C)cc1C	8	0.92
CCn1c(SC(C)C)nnc1C1CCN(S(=O)(=O)c2ccc(OC)cc2)CC1	10	0.9
COC(=O)[C@@]1(Cc2ccccc2)[C@H]2C(=O)N(Cc3ccccc3)C(=O)[C@H]2[C@H]2CN=C(SCc3ccc(C)cc3)N21	-3	1
CC1CN=C(N(C(=O)Nc2ccccc2)C(C)C)S1 (stereo not given)	4	0.96
Cc1cc(-c2c(C)[nH]n(-c3ccccc3)c2=O)n(-c2ccccc2)n1	-3	1
COc1ccc(-n2ncc3c(NCC4CCCO4)ncnc32)cc1 (stereo not given)	-8	1.1
(more compounds)
SMILES	IAP activation	IAP activation Fold change
O=C(CSc1n[nH]c(-c2ccco2)n1)Nc1sc2c(c1C(=O)Nc1ccccc1)CCCC2	7	0.93
CC(=O)c1c(C)[nH]c(C(=O)OCC(=O)N2CCc3ccccc32)c1C	-9	1.1
FC(F)(F)c1nc(-c2cccnc2)ncc1-c1nnnn1-c1ccccc1	-1	1
O=C(CSc1nnc(CNc2ccc(F)cc2)n1Cc1ccccc1)N1CCOCC1	5	0.95
COc1cccc(C(=O)Nc2ccccc2N2CCOCC2)c1	-12	1.1
CCOC(=O)c1[nH]c(C)c(C)c1C	5	0.95
N#Cc1ccc(-c2ccc(OCC(O)Cn3nnc4ccccc43)cc2)cc1 (stereo not given)	-9	1.1
Cc1ccc(C)c(N2CCN(C(=O)CCc3nc(-c4ccccc4F)no3)CC2)c1	4	0.96
O=C(Nc1ccc2c(c1)nc1n2CCOC1)c1ccccc1	-4	1
COc1ccc(C2CC(c3ccc(C(F)(F)F)cc3)=NN2c2ccc(S(N)(=O)=O)cc2)cc1 (stereo not given)	-37	1.4
CCOC(=O)C1CCN(C(=O)c2ccc(NC(=O)C3CCCO3)cc2)CC1 (stereo not given)	7	0.93
Cc1ccc2c(c1)c1c(n2C)-c2[nH]ncc2CC1	-8	1.1
O=c1c2c3c(sc2ncn1Cc1ccc(F)cc1)CCC3	21	0.79
CC(C)N(C(=O)[C@H]1C[C@H](CC(=O)NCCc2ccccn2)C(=O)N2CCc3c([nH]c4cc(-c5ccco5)ccc34)[C@]12C)C(C)C	-14	1.1
O=C(CCS(=O)(=O)c1cccc2nonc12)NC1CCCCCC1	-11	1.1
CC(C)n1c(N2CCN(C(=O)NCc3ccccc3)CC2)nc2ccccc21	2	0.98
O=C(CSc1nnnn1-c1ccc2c(c1)OCCO2)OC1CCCCC1	-1	1
O=C(CN(Cc1ccccc1F)C(=O)Cn1nnc(-c2cccs2)n1)NC1CCCCC1	-22	1.2
COCCNC(=O)C1c2ccccc2C(=O)N(CCOC)C1c1ccc(F)cc1 (stereo not given)	-13	1.1
CC(Oc1ccccc1)c1ccnn1S(=O)(=O)c1ccccc1 (stereo not given)	4	0.96
O=C(COc1ccccc1Cl)Nc1ccc(Cl)cn1	-7	1.1
Cc1ccccc1OCC(O)Cn1c(=N)n(CCN2CCOCC2)c2ccccc21 (stereo not given)	8	0.92
O=C(NCc1cccs1)C1CCN(S(=O)(=O)c2cccc3nsnc23)CC1	9	0.91
Cn1c(=O)c2c(ncn2CC(=O)Nc2ccc(Cl)cc2Cl)n(C)c1=O	-3	1
O=C(Nc1ccc(-n2cnnn2)cc1)C1CCCN1C(=O)NC1CCCCC1 (stereo not given)	-10	1.1
More compounds:
SMILES	IAP activation	IAP activation Fold change
CCOC(=O)N1CCN(C(=O)c2ccc3c(=O)n(-c4ccc(F)cc4)c(=S)[nH]c3c2)CC1	5	0.95
CN(C)CCCNC(=O)C[C@H]1C[C@H](C(=O)N2CCCCC2)[C@@]2(CCc3ccccc3)c3[nH]c4ccc(Cl)cc4c3CCN2C1=O	-27	1.3
O=C(Nc1cc(C(F)(F)F)ccc1N1CCOCC1)c1ccccc1	-6	1.1
O=C1CC(c2ccc(O)c(O)c2)Oc2cc(O)cc(O)c21 (stereo not given)	53	0.47
O=S1(=O)CC(O)C(Nc2ccccc2Cl)C1 (stereo not given)	-4	1
Cc1cc(-n2c(C)cc(C(=O)CSc3ccc4c(c3)OCCO4)c2C)no1	14	0.86
Cc1ccc(C(=O)CCCn2nnc(-c3cccnc3)n2)cc1C	1	0.99
Cc1ccc(-c2nnn(CC(=O)N(CC3CCCO3)C(C(=O)NC3CCCC3)c3ccc(F)cc3)n2)o1 (stereo not given)	0	1
Cc1c(Cl)cccc1NC(=S)NCc1ccccc1Cl	-39	1.4
O=C(Nc1cccc2ncccc12)C12CC3CC(CC(C3)C1)C2	14	0.86
COc1ccc(C2CC(=O)Nc3sc(=N)c4c(N)c(C#N)c(N)nc4c32)cc1OC (stereo not given)	10	0.91
CCOC(=O)C1CCN(Cc2nc3ccc(Cl)cc3n2CCO)CC1	-11	1.1
O=C1[C@@H](Oc2ccccc2)[C@@H](c2ccccc2)N1c1ccccc1	6	0.94
COc1cccc(N=c2oc3ccc(OC)cc3cc2-c2nc3ccccc3[nH]2)c1	-3	1
Cc1ccc(NC(=O)c2c(-c3c(F)cccc3Cl)noc2C)cc1F	-13	1.1
O=C(CSC1=Nc2ccccc2C2=NC(CC(=O)NC3CCCCC3)C(=O)N12)NCc1ccco1 (stereo not given)	0	1
COc1ccc(N2C(=O)CCC(C(=O)Nc3ccccn3)C2c2ccc(OC)c(OC)c2)cc1 (stereo not given)	8	0.92
O=C(CCCOc1ccc(Cl)cc1)Nc1nncs1	9	0.91
COC(=O)C1=C(C)N(C2CCCCC2)C(=O)C1	1	0.99
CCN(CC)C(=O)[C@H]1CC(CC(=O)NCCCN(C)C)C(=O)N2CCc3c([nH]c4ccc(OC)cc34)[C@]12C (stereo not given in full)	-8	1.1
COc1ccc(OC)c(NC(=O)C2CCCC2)c1	1	0.99
CCCN1Cc2cccc(C(=O)NC(C)c3cccs3)c2C1=O (stereo not given)	2	0.98
CCCCNC(=O)c1ccccc1C(=O)NCCCC	5	0.95
Cc1ccc(-n2nc(C)c3c2OC(N)=C(C#N)C3c2ccoc2)cc1 (stereo not given)	-1	1
CCOC(=O)C1=C(C)c2ccccc2OC1C(=O)OCC (stereo not given)	7	0.93

Part of the list above, comma-delimited:
molecule,IAP activation,IAP activation Fold change
CCOC(=O)C1CCN(Cc2nc3ccc(Cl)cc3n2CCO)CC1,-11,1.1
O=S1(=O)CC(O)C(Nc2ccccc2Cl)C1 (stereo not given),-4,1
O=C1CC(c2ccc(O)c(O)c2)Oc2cc(O)cc(O)c21 (stereo not given),53,0.47
COc1ccc(C2CC(=O)Nc3sc(=N)c4c(N)c(C#N)c(N)nc4c32)cc1OC (stereo not given),10,0.91
Cc1cc(-n2c(C)cc(C(=O)CSc3ccc4c(c3)OCCO4)c2C)no1,14,0.86
O=C(Nc1cc(C(F)(F)F)ccc1N1CCOCC1)c1ccccc1,-6,1.1

Other compounds follow.
SMILES	IAP activation	IAP activation Fold change
CCOc1ccc(CC(=O)C2C(=O)CC(C)(C)CC2=O)cc1OCC	5	0.95
C=C(C)CSc1nc2ccccc2[nH]1	1	0.99
CC(C)(C)OC(=O)N[C@@H](Cc1ccccc1)c1nnc(S(=O)(=O)Cc2ccccc2)o1	-1	1
c1cncc(-c2noc(CC3CCCCC3)n2)c1	-16	1.2
Nn1cc(-c2ccccc2)nc1SCC(=O)N1CCN(S(=O)(=O)c2ccccc2)CC1	12	0.88
CC(C)(C)c1ccc2c(c1)C(c1ccc3c(c1)OCO3)CC(=O)O2 (stereo not given)	-2	1
O=C1c2ccccc2-c2nccnc21	5	0.95
Cc1csc(NC(=O)Nc2cccc(Cl)c2)n1	-11	1.1
Cc1cc(C(=O)N/N=C/c2cccc([N+](=O)[O-])c2)c(C)o1	14	0.86
OC(CNCC(c1ccco1)N1CCCCC1)c1ccccc1 (stereo not given)	1	0.99
CN(C)CCCNC(=O)C[C@H]1C[C@H](C(=O)N2CCOCC2)[C@@]2(CCC3CCCC3)c3[nH]c4cc(CCC(=O)N(C)C)ccc4c3CCN2C1=O	-13	1.1
O=S(=O)(c1ccc(NC(=S)N/N=C/c2ccc(O)c(O)c2)cc1)N1CCOCC1	76	0.25
CCOC(=O)C(NC(=O)Nc1cccc(C)n1)(OCC(F)(F)F)C(F)(F)F (stereo not given)	10	0.9
O=C(OCc1ccc(Cl)cc1Cl)c1cccnc1Cl	2	0.98
CCC(=O)N1CCc2cc(S(=O)(=O)NCCC(=O)Nc3cc(C)cc(C)c3)ccc21	-9	1.1
CC(C)CC(=O)Nc1ccccc1N1CCN(C(=O)c2ccccc2)CC1	-8	1.1
C1CN(c2nc3nonc3n3nnnc23)CCO1	3	0.97
O=C(CCCn1c(=O)[nH]c2ccsc2c1=O)NCc1cccs1	-3	1
C/C(=N\NC(=O)C(=O)Nc1cc(Cl)ccc1Cl)c1ccncc1	3	0.97
CC(C(=O)N(C)C1CCS(=O)(=O)C1)N1C(=O)/C(=C/c2ccco2)SC1=S (stereo not given)	50	0.5
CCOC(=O)Cc1csc(NC(=O)CSc2nnc(-c3ccncc3)n2Cc2ccco2)n1	6	0.94
COc1cc(CCc2ccccc2)c(C(=O)O)c(O)c1C/C=C(/C)CCC=C(C)C	-6	1.1
Clc1nc(NCc2cccnc2)nc(N2CCOCC2)n1	8	0.92
Cc1c(CN2CCC(C(=O)Nc3cccc(-c4cccc(Cl)c4)c3)CC2)cnn1C	-312*	4.1*
COc1cccc(C2N(c3ccc(Cl)c(Cl)c3)C(=O)C3CCCN32)c1OC (stereo not given)	-5	1.1

Random excerpt: 4 compounds from above, in no set order.
SMILES	IAP activation	IAP activation Fold change
O=C(CCCn1c(=O)[nH]c2ccsc2c1=O)NCc1cccs1	-3	1
Cc1c(CN2CCC(C(=O)Nc3cccc(-c4cccc(Cl)c4)c3)CC2)cnn1C	-312*	4.1*
CC(C)(C)c1ccc2c(c1)C(c1ccc3c(c1)OCO3)CC(=O)O2 (stereo not given)	-2	1
COc1cccc(C2N(c3ccc(Cl)c(Cl)c3)C(=O)C3CCCN32)c1OC (stereo not given)	-5	1.1

(list continues)
SMILES	IAP activation	IAP activation Fold change
COc1ccc(C)cc1NC(=O)CNC(=O)Cn1ccc2ccccc2c1=O	1	0.99
O=C(c1c(O)cc(O)cc1O)C1c2c(cc(O)c3c2O[C@H](c2ccc(O)cc2)[C@@H](O)C3)OC1c1ccc(O)cc1 (stereo not given in full)	47	0.53
CCN(CC)S(=O)(=O)c1ccc2c(c1)nc(CCC(=O)OCc1c(C)noc1C)n2C	-5	1
Cc1ccc(N2C(=O)CC(Sc3nc4ccccc4o3)C2=O)cc1Cl (stereo not given)	-6	1.1
Fc1ccc2[nH]c3c(NCc4ccccc4)ncnc3c2c1	-125*	2.3*
Fc1cccc(NC(=S)NCc2ccc(Cl)cc2)c1	-31	1.3
COc1cc2c3c(c1)C1(C(=O)N3C(C)(C)C=C2C)C(C#N)=C(N)Oc2cc(O)ccc21 (stereo not given)	0	1
O=C(NC(Cc1ccccc1)c1nc2ccccc2[nH]1)C1CC(=O)N(c2ccc3c(c2)OCCO3)C1 (stereo not given)	-22	1.2
CC(C)CNc1cc(=O)n(C)c(=O)n1C	-10	1.1
COc1cc2oc(=O)cc(-c3ccc(-c4ccc(N(C)C)cc4)cc3)c2c(OC)c1OC	0	1
CNC[C@H]1Oc2ccc(NC(=O)Nc3ccc4c(c3)OCO4)cc2C(=O)N([C@H](C)CO)C[C@@H]1C	-48	1.5
CCOC(=O)c1sc(NC(=O)c2ccc(S(=O)(=O)N(CC)CC)cc2)nc1C	-2	1
O=C(Nc1cccc(Cl)c1)N1CCCC1	-9	1.1
O=C(CSc1nnc(C2CCCCC2)n1Cc1ccccc1)NCc1ccco1	8	0.92
